Bioassay records: PubChem, Sanford-Burnham Center for Chemical Genomics
DUSP3 inh: VHR1 (DUSP3) phosphatase inhibition | 50,000 compounds, 0.7% hits | P51452 | AID 1992 | inhibition, % at 20 µM | recombinant VHR phosphatase, colorimetric substrate read-out; in the data active = inhibition above about 60%; note: some results filed as inactive read as strong as hits
Target sequence (P51452 whole entry, looked up): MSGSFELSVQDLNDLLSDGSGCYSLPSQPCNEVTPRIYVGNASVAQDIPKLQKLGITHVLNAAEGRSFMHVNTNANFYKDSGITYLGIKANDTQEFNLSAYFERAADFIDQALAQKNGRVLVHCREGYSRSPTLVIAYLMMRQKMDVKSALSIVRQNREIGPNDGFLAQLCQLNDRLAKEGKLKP
Numbers without * were called inactive; & = joins results of further samples. A portion of the library, so the mix of outcomes need not match the whole.

SMILES	DUSP3 inh
O=C1CSC(=Nc2ccc(Br)cc2)N1	16&-41
C=CCn1c(SCC(=O)NCCCO)nc2sc3c(c2c1=O)CCC3	-7
COc1ccccc1N=Cc1c(O)n(-c2ccccc2Cl)c(=O)[nH]c1=O	23
COc1ccc(OC)c(NC(=O)c2cnccn2)c1	10
COc1cc(OC)cc(C(=O)N2CCN(Cc3cccc([N+](=O)[O-])c3)CC2)c1	4
O=C(Nc1ccc(O)c(-c2nc3ccccc3s2)c1)c1cc([N+](=O)[O-])ccc1Cl	23
CCOC(=O)NC(Nc1cc(F)ccc1C)(C(F)(F)F)C(F)(F)F	1
Nc1c(Cl)cc(-c2nc3ccccc3o2)cc1Cl	-6
O=C(Nc1ccccc1-c1ccccc1)c1ccc(I)cc1	-2
CCOC(=O)c1c(NC(=O)/C=C/c2ccccc2)sc(C(C)=O)c1C	-9
O=C(/C=C\Nc1ccc2c(c1)OCO2)c1ccc2c(c1)OCO2	29
O=CN1CCN(C(=O)c2ccc(I)cc2)CC1	-4
O=C(Nc1cc(Cl)cc(Cl)c1)c1ccc(Br)o1	-13
CC(=O)Nc1ccc(NC(=S)NC(=O)/C=C/c2ccccc2)cc1	-29
CCCOc1ccc(-c2cc(C(=O)NCCCN3CCOCC3)c3ccccc3n2)cc1	-5
CCc1c(C)sc(NC(=O)c2ccc(Cl)cc2Cl)c1C#N	-51
CCOC(=O)c1c(N)sc(C)c1-c1ccc(F)cc1	-2
CC1CN(c2nc(-c3ccc(Cl)cc3)nc3ccccc23)CC(C)O1 (centres undefined)	2
COc1ccc(CN(C(=O)c2cccc(F)c2)C2CC(=O)N(c3ccccc3)C2=O)cc1 (centres undefined)	-3
CC1CCN(Cn2[nH]c(=O)ccc2=O)CC1	-10
O=C(Nc1ccc(C(=O)O)cc1)/C(=C/c1cccc([N+](=O)[O-])c1)NC(=O)c1ccccc1	-2
COc1ccc(Cc2ccc(OC)cc2)cc1	-3
O=c1ccnc2c1c(-c1ccccc1)nc1[nH]onc12	19
CCN(Cc1ccccc1)C(=O)/C=C/c1ccccc1Cl	-12
COc1cc(/C=C2/SC(=S)N(c3ccccc3)C2=O)ccc1OC(=O)c1cccs1	-21
O=C(Nc1ccccc1C(=O)O)c1cccc(NC(=O)C(c2ccccc2)c2ccccc2)c1	-6
Cc1cc(=O)oc2c1c(C)nn2-c1cccc(C(F)(F)F)c1	-12
O=C(Nc1sc2c(c1C(=O)O)CCCCC2)c1ccccc1F	-13
OC(COCc1ccccc1)CN1CCN(c2ccc(F)cc2)CC1 (centres undefined)	-20
COC(=O)/C(=C/C(C#N)=C/N(C)C)C(C)=O	5
CC(=O)Oc1cccc2c1C(=O)c1ccccc1C2=O	103
O=C(Nc1ccccc1[N+](=O)[O-])c1ccc(N2C(=O)CCC2=O)cc1	3
C=CCN1C(=O)/C(=C\c2c(Cl)cccc2Cl)SC1=S	-35
CS(=O)(=O)N(CC(=O)NCc1ccccc1)c1ccc(Oc2ccccc2)cc1	-23
O=C(NCc1cccnc1)c1ccc(C#Cc2ccccc2)cc1	-6
Cc1nn(CC(=O)O)c(=O)c2ccccc12	5
CC(=O)N(C)c1ccc(NC(=O)c2ccc(C(=O)Nc3ccc(N(C)C(C)=O)cc3)cc2)cc1	-15
CCOc1cc(/C=C2\C(=O)NC(=O)N(c3ccc(C)cc3)C2=O)ccc1O	-17
CCOc1ccc(C(=O)Nc2cc3nn(-c4ccc(C)cc4)nc3cc2C)cc1	1
Cc1ccc2c(C)nc(Nc3nc(C)c(C)c(=O)[nH]3)nc2c1	-9
O=C(Nc1ccc(-c2nc3ncccc3o2)cc1)c1ccc(-c2ccc(Br)cc2)o1	-14
COc1cc(N)c(Cl)cc1NC(=O)c1ccc(Cl)cc1	10
CCOC(=O)NCc1ccc(N(C)C)cc1	-4
Cc1cc(C)nc(/N=C(/N)Nc2ccc3ccccc3c2)n1	1
CC1=NN(c2ccccc2)C(=O)/C1=C/c1cc(C)n(-c2cccnc2)c1C	2
NS(=O)(=O)c1ccc(CNC(=S)Nc2ccccc2)cc1	29
COC(=O)c1c(-c2ccc(C(C)C)cc2)csc1N	29
CCOc1ccc(C(=O)NCc2ccco2)cc1	-12
Cc1ccc(C(=O)Nc2ccccc2C(=O)N2CCCCC2C)cc1 (centres undefined)	-46
NC1=NC(=O)/C(=C/c2ccc(OS(=O)(=O)c3ccc([N+](=O)[O-])cc3)c(Br)c2)S1	4
CN(C)c1ccc(C(C2=C(O)CC(C)(C)CC2=O)C2=C(O)CC(C)(C)CC2=O)cc1	2
O=C1C(=O)N(Cc2ccccc2)C(c2ccccc2F)/C1=C(/O)c1ccccc1 (centres undefined)	-7
C=CCN1C(=O)/C(=C\c2cc(Cl)c(O)c(Cl)c2)SC1=S	-15
Cc1cc2nc3s/c(=C/c4ccc(-c5ccc(Cl)cc5)o4)c(=O)n3c2cc1C	-15
COc1ccc(S(=O)(=O)Nc2ccc(Oc3ccccc3)cc2)cc1	8
COc1cc(Br)c(-c2cc3c(ccc4ccccc43)oc2=O)cc1OC	0
C=CCN1C(=O)/C(=C\c2ccc(-c3ccc([N+](=O)[O-])cc3)o2)C(=O)NC1=S	62*
COc1ccc(/C=C2/SC(=O)NC2=O)c(OC)c1	-6
O=C(Nc1cccc(Cl)c1)/C(=C\c1cccs1)NC(=O)c1cccs1	19
S=c1[nH]nc2c3c4c(sc3n3c(=S)[nH]nc3n12)CCC4	24
Following part.
SMILES	DUSP3 inh
CN(C)c1ccc(NC2=NS(=O)(=O)c3ccccc32)cc1	-31
COc1ccc(/C=C/C(=O)Nc2ncc(Cc3ccccc3Cl)s2)cc1	46
Cc1ccccc1C(=O)Nc1sc2c(c1C(N)=O)CCCCC2	18
O=C(NC(Cc1c[nH]c2ccccc12)C(=O)OCC(=O)c1cccc([N+](=O)[O-])c1)Oc1ccccc1 (centres undefined)	-4
CC(C)COc1ccc2[nH]c3c(c2c1)CCCC3=O	-7
O=C(NCCN1C(=O)c2ccccc2C1(O)c1ccc(Cl)cc1)Nc1ccccc1 (centres undefined)	-5
COc1nnc(-c2ccc(Cl)cc2)c2ccccc12	-6
CCOc1ccc(NC(=O)/C(=C\c2ccco2)NC(=O)c2ccc(C)cc2)cc1	51
COc1ccc(-n2nc3ccc(NC(=O)Cc4ccccc4)cc3n2)cc1	-9
O=C(c1cc2n(n1)C(C(F)(F)F)CC(c1ccccc1)N2)N1CCOCC1 (centres undefined)	-31
COc1ccc(/C=N/NC(=O)c2cccc(Cl)c2)c2ccccc12	-3
Cc1ccc(-c2ccc(/C=C3\Sc4ccccc4C3=O)o2)c([N+](=O)[O-])c1	-38
COc1cc(/C=C2/C(=O)NC(=O)N(c3ccc(C(C)C)cc3)C2=O)cc([N+](=O)[O-])c1O	30
Cc1ccc(C2C3=C(CC(C)(C)CC3=O)OC3=C2C(=O)CC(C)(C)C3)cc1[N+](=O)[O-]	-30
COc1ccc(C2CC(=O)CC(c3ccc(OC)cc3)S2)cc1 (centres undefined)	-3
COC(=O)C1=C(C)NC2=C(C(=O)CCC2)C1c1ccc2c(c1)OCO2 (centres undefined)	-4
CN1CCN(Cc2cc(CSc3ccccc3)c3cccnc3c2O)CC1	-39
COc1ccccc1C1NC(=O)c2sc(=S)n(-c3ccccc3)c2N1 (centres undefined)	-20
O=C(CSc1nc2ccccc2[nH]1)Nc1ccc(Cl)cc1	-7
CC(C)(C)c1ccc(OCC(=O)NC(=S)Nc2ccc(NC(=O)c3ccco3)cc2)cc1	0
CCOC(=O)C1=CN(c2ccc(OCC)cc2)C=C(C(=O)OCC)C1c1ccc(F)cc1	-9
O=C1/C(=C\c2ccccc2OS(=O)(=O)c2ccccc2)SC(=S)N1c1ccccc1	-15
CCCCCc1nc2sc3c(c2c(=O)n1N)CC(C)CC3 (centres undefined)	11
O=C(O)c1c2c(nc3ccccc13)CCCCC2	0
O=C(COc1ccc2ccccc2c1)N1CCN(Cc2ccc3c(c2)OCO3)CC1	6
CC1(C)CC(=O)C2=C(C1)N=C1c3ccccc3C(=O)C1C2c1cccc(Cl)c1 (centres undefined)	-40
CCOc1ccc(NC(=O)c2cc(OCC)c(OCC)c(OCC)c2)c([N+](=O)[O-])c1	-26
Cc1c(Cl)cccc1NC(=O)C(=O)NCC1CCCO1 (centres undefined)	-2
C/C(=N/NC(=O)c1ccccc1)c1ccc2c3c(cccc13)CC2	-19
O=c1sc2ccccc2c2nc[nH]c12	-5
Cc1cccc(C)c1NC(=O)C1CC(=O)N(C2CCCCC2)C1 (centres undefined)	-5
COc1ccc(/C=C(\NC(=O)c2ccc(C)cc2)C(=O)NCCCN2CCOCC2)cc1OC	-6
CC(C)(C)c1ccccc1OCCCCN1CCOCC1	-20
CN(C)c1ccc(C2C(C(=O)/C=C/c3ccccc3)=C(O)C(=O)N2CCCCCC(=O)O)cc1 (centres undefined)	23
NC(=O)c1ccccc1NC(=O)c1ccc2c(c1)OCO2	-5
O=C(Nc1ccccc1C(=O)N1CCCCC1)c1cccnc1	-30
CCOc1cc(/C=C2/SC(=S)N(CC)C2=O)ccc1OCc1ccccc1	-7
O=C(Cc1ccc(Cl)cc1)Nc1ccc(-c2nc3ccccc3o2)cc1	-1
COC(=O)Nc1sc2c(c1C(N)=O)CCC(C(C)(C)C)C2 (centres undefined)	55
COc1ccc(/C=C2\C(=O)N(c3ccc(F)cc3)N=C2C)cc1	98
COC(=O)c1ccc(NC(=O)c2c(Cl)cccc2Cl)cc1	1
COc1cccc(C(=O)Nc2ccc3oc(-c4cccc(Br)c4)nc3c2)c1	-18
O=C(CSc1nc2ccccc2o1)NC1CCCC1	-20
Cc1ccc(-n2c(=O)c3c4c(sc3n3c(=S)[nH]nc23)CCCC4)cc1	28
CCN(CC)/C(=N/OCc1ccc(Cl)cc1Cl)c1nonc1N	-10
O=C(NCC1CCCO1)C(=O)Nc1ccccc1F (centres undefined)	-11
CN1CCN(/N=C/C=C/c2ccccc2)CC1	-14
CCc1ccc(-c2c(C)sc(N)c2C(=O)OC)cc1	6
Cc1cc(Cl)ccc1OC(C)C(=O)Nc1cccc(Cl)c1 (centres undefined)	16
COc1cc(C(=O)N/N=C/c2cc(Cl)ccc2O)ccc1O	-26
COC(=O)C(C(=O)OC)C(C(C)C)C(C(=O)OC)C(=O)OC	-7
O=S(=O)(c1ccc2c(c1)OCCO2)N1CCOCC1	-2
Cc1ccc(NC(=O)CN(c2cccc(C(F)(F)F)c2)S(C)(=O)=O)cc1	-2
COc1ccc(-n2c(C)ccc2-c2ccccc2)cc1	22
CCOC(=O)C1=C(N)Oc2cc(O)ccc2C1c1cccc([N+](=O)[O-])c1 (centres undefined)	-17
NCCCNc1ccc(C(F)(F)F)cc1[N+](=O)[O-]	-8
CCOC(=O)NC(O)C(=O)c1cccs1 (centres undefined)	-8
O=[N+]([O-])c1ccc(-c2ccc(I)cc2)cc1	-3
N#C/C(=C/c1c(F)cccc1Cl)C(=O)Nc1ccc(Cl)cc1	-8
CCOC(=O)C1=C(N)OC(C)=C(C(=O)OC)C1c1cccnc1 (centres undefined)	-29
Continued:
SMILES	DUSP3 inh
O=C(Nc1ccc(Cl)c(-c2nc3ncccc3o2)c1)c1cccc(OCc2ccccc2)c1	7
O=C(N/C(=C\c1ccc(-c2cccc([N+](=O)[O-])c2)o1)C(=O)N1CCOCC1)c1ccccc1	3
CC(C)c1ccc(/C=C(\NC(=O)c2ccccc2)C(=O)NCCCn2ccnc2)cc1	-14
Cc1cc2ncn(C(=O)c3cc([N+](=O)[O-])ccc3Cl)c2cc1C	-11
CCN1CCN(CC(O)CN2CCn3c4c(c5cc(C)ccc53)CCCC42)CC1 (centres undefined)	13
O=[N+]([O-])c1cccc(C2=Nn3c(Cc4ccccc4)nnc3SC2)c1	-8
O=C(Nc1ccc(Cl)c(Cl)c1)Nc1nnc(Cc2ccccc2)s1	-15
NS(=O)(=O)c1cccc(NC(=O)COc2ccc([N+](=O)[O-])cc2)c1	8
CCc1ccc(C2CC(=O)NC(SCc3ccccc3)=C2C#N)cc1 (centres undefined)	10
N#Cc1c(NC(=O)C2CC3CCC2C3)sc2c1CCCCCC2 (centres undefined)	-31
CCCCc1ccc(NC(=O)C2COc3ccccc3O2)cc1 (centres undefined)	-2

Three entries already listed, sorted by count of non-hydrogen atoms, low to high:
SMILES	DUSP3 inh
N#Cc1c(NC(=O)C2CC3CCC2C3)sc2c1CCCCCC2 (centres undefined)	-31
O=[N+]([O-])c1cccc(C2=Nn3c(Cc4ccccc4)nnc3SC2)c1	-8
O=C(Nc1ccc(Cl)c(-c2nc3ncccc3o2)c1)c1cccc(OCc2ccccc2)c1	7

Structures from the list above containing fluorine (14):
SMILES	DUSP3 inh
CCOC(=O)NC(Nc1cc(F)ccc1C)(C(F)(F)F)C(F)(F)F	1
CCOC(=O)c1c(N)sc(C)c1-c1ccc(F)cc1	-2
COc1ccc(CN(C(=O)c2cccc(F)c2)C2CC(=O)N(c3ccccc3)C2=O)cc1 (centres undefined)	-3
Cc1cc(=O)oc2c1c(C)nn2-c1cccc(C(F)(F)F)c1	-12
O=C(Nc1sc2c(c1C(=O)O)CCCCC2)c1ccccc1F	-13
OC(COCc1ccccc1)CN1CCN(c2ccc(F)cc2)CC1 (centres undefined)	-20
O=C1C(=O)N(Cc2ccccc2)C(c2ccccc2F)/C1=C(/O)c1ccccc1 (centres undefined)	-7
O=C(c1cc2n(n1)C(C(F)(F)F)CC(c1ccccc1)N2)N1CCOCC1 (centres undefined)	-31
CCOC(=O)C1=CN(c2ccc(OCC)cc2)C=C(C(=O)OCC)C1c1ccc(F)cc1	-9
COc1ccc(/C=C2\C(=O)N(c3ccc(F)cc3)N=C2C)cc1	98
O=C(NCC1CCCO1)C(=O)Nc1ccccc1F (centres undefined)	-11
Cc1ccc(NC(=O)CN(c2cccc(C(F)(F)F)c2)S(C)(=O)=O)cc1	-2
NCCCNc1ccc(C(F)(F)F)cc1[N+](=O)[O-]	-8
N#C/C(=C/c1c(F)cccc1Cl)C(=O)Nc1ccc(Cl)cc1	-8
